# High-throughput results (PubChem)
# GLP-1R inv ag = acts as inverse agonist at human GLP-1 receptor | P43220 | HEK293 GLP-1R CRE-luciferase, luminescence, 24 h; GLP-1R form is constitutively active | Potency, µM (series often up to 38.3 µM), for the others: at the highest dose activity change, negative = inhibition, actives largely listed as inhibitors | 1.6% of 410,000 active; note: potency is the fitted concentration of half-maximal effect; % is set by controls: 0 for no effect and ±100 for the full control effect; nearly all actives have a fitted effect of over 55% in size
# Target sequence (P43220 whole entry, looked up): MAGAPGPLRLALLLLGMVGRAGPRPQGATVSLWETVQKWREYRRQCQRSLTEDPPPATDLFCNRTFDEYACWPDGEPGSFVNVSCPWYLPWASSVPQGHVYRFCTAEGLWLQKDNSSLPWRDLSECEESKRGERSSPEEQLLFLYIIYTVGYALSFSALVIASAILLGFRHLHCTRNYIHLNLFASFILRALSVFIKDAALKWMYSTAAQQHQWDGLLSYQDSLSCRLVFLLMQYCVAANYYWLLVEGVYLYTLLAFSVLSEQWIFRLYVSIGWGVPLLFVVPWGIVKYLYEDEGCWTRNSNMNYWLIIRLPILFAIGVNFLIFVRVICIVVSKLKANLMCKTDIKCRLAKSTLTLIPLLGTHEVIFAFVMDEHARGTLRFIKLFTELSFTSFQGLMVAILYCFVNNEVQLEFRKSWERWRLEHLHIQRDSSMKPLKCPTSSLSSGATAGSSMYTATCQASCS
#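 HEK293 cells stably co-expressing constitutively active GLP-1R and a cAMP-responsive luciferase reporter were seeded in DMEM with 10% Nu serum, given compounds after 12 h, and incubated 24 h at 37 deg C. Luminescence was then read.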
# D3 antag = blocks the human D3 dopamine receptor | P35462 | D3R cells, DiscoveRx beta-arrestin luminescence, antagonist mode; stronger effect = lower value | max response, negative = inhibition, % | 2.5% of 360,000 active | AID 652054; in the data active = max response below about -50%; inconclusive = no clear call, values can overlap the other calls; note: % is set by controls: 0 for no effect and ±100 for the full control effect; mostly tested at two doses, the higher about 12 µM
# Target sequence (P35462 whole entry, looked up): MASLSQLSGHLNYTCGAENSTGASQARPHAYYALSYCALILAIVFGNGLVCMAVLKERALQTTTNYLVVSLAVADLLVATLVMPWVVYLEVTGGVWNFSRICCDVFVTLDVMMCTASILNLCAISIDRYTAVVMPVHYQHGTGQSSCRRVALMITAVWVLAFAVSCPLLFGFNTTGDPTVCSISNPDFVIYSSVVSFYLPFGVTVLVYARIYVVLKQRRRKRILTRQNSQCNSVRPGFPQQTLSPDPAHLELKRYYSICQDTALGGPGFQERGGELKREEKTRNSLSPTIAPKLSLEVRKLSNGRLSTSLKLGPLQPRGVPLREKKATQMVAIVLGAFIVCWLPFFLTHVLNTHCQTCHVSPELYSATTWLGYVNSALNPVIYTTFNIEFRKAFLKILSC
#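 Cells plated overnight at 1500 cells/well, then exposed to library compounds with dopamine controls for 90 minutes at 37 degrees C. DiscoveRx reagent added for 30–60 minutes at room temperature; luminescence read, quantitative HTS format.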
# TDP-43 yeast inh = rescues yeast growth from TDP-43 toxicity | AID 652104 | 1.8% of 410,000 active | TDP-43 expressing yeast growth rescue, BacTiter-Glo, 24 h | Potency, µM (series often up to 46.1 µM), without a hit: at the top dose growth rescue (activation), usual class: activators; note: potency is the fitted concentration of half-maximal effect; % of control where 0% means no effect; nearly all actives have a fitted effect of over 50% in size
#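 Galactose-induced TDP-43 yeast, OD600=0.02, compound pinned; 24 hr, 30 deg C; BacTiter-Glo luminescence for growth. Inhibitors of TDP-43 toxicity read as activators.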
# aSyn yeast inh = inhibitors of alpha-synuclein toxicity in yeast | 0.14% of 370,000 active | Yeast expressing alpha-synuclein, growth rescue, BacTiter-Glo, 24 h | AID 652106 | Potency, µM (doses to about 46.1 µM), for the others: at the top dose growth rescue (activation), actives largely listed as activators; note: potency is the fitted concentration of half-maximal effect; % of control where 0% means no effect; nearly all actives have a fitted effect of over 65% in size
#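 Screening used galactose-induced yeast with toxic alpha-synuclein levels, exposed to compound for 24 hr at 30 deg C. Cell growth, read with BacTiter-Glo luminescence, gave the measured signal.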
# GLP1R ag = GLP-1 receptor (human) agonism. P43220. HEK293 GLP-1R CRE-luciferase, luminescence, 4-6 h; cells express a hypersensitive GLP-1R form. Potency, µM (titrated, usually from 45.6 µM), inactives show at the highest dose activation, actives largely listed as activators. 0.007% of 380,000 active. AID 624172; note: potency is the fitted concentration of half-maximal effect; % of control where 0% means no effect
# FUS suppressor = suppressors of FUS proteinopathy in yeast. S. cerevisiae FUS-expressing, growth rescue, OD600, 24 h. Potency, µM (highest dose often 76.6 µM), inactives show top-dose growth rescue (activation), actives largely listed as activators. 0.24% of 390,000 active;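 note: potency is the fitted concentration of half-maximal effect; plate controls were DMSO vehicle for no effect and reference control for full effect; nearly all actives have a fitted effect of over 55% in size; some results filed as inactive show a strong effect at the top dose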
#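 Yeast FUS proteinopathy model; galactose-induced FUS (2%), starting OD 0.005. Cpds in dilution series, 24hr, 30C, 99% humidity. Abs 600 nm growth. Pos ctrl CP55940 (top 92uM final); neg ctrl DMSO.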
# Akt phos inh = blocks phosphorylation of Akt. AID 651550. Neuro2A IGF-stimulated pAkt S473 HTRF, 20 min; stronger effect = lower value. 0.32% of 360,000 active. activity change, % for hits at 50 µM; in the data active = activity change below about -80%; inconclusive = mostly about -51% to -80%; note: % is set by controls: 0 for no effect and ±100 for the full control effect
#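 Neuro2A cells (4,500/well, DMEM with 0.5% FBS) were treated with compound at a single 50 µM final concentration, stimulated with 6 nM IGF for 20 min at 37 °C, and lysed. Phospho-Akt Ser473 was read by HTRF as 665/615 ratio ×10^4.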
# PTHR1 ag = PTHR1 (human) receptor agonism. Q03431. HEK293 GP2 PTHR1 cells, GloSensor cAMP luminescence, 1 h. Potency, µM (highest dose often 115 µM), for inactives: top-dose activation, most hits filed as activators. 0.075% of 410,000 active; note: potency is the fitted concentration of half-maximal effect; nearly all actives have a fitted effect of over 55% in size; some results filed as inactive show a strong effect at the top dose; inactives centre near -15; many of its hits are not listed in these tables
#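 HEK-293-derived GP2 cells expressing PTHR1 and a GloSensor cAMP reporter, 3,000/well, plated overnight, given luciferin plus IBMX (each 0.5 mM as added) for 1 h at 37 °C, then compound for 1 h at 37 °C. Luminescence was read after 15 min at room temperature.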
# Abeta yeast res = compounds reversing amyloid beta toxicity in yeast | yeast expressing A-beta42, growth rescue, OD600, 48 h; response scale: 0% DMSO, 100% iron-clioquinol control | Potency, µM (titrated, usually from 46.1 µM), for inactives: top-dose growth rescue, most hits filed as activators | 0.063% of 410,000 active | AID 1347071; note: potency is the fitted concentration of half-maximal effect; nearly all actives have a fitted effect of over 55% in size
#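 Yeast growth medium received pinned compounds, then yeast cells expressing toxic A-beta were added; plates incubated at 30 C for 48 hr. Growth read as absorbance at 600 nm, normalized to DMSO and equimolar FeCl3 plus clioquinol controls.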
# The depositor's hits bear a star; i = inactive; u = inconclusive; x = no result given; [ ] = dose if it differs, or a comment. Unless noted, calls come from the whole dose curve; as a rule, active = well fitted curve in the direction sought with a large enough effect; inconclusive = small, poorly fitted or top-dose-only effect, or another doubt; inactive = no such curve, though single readings can be large; an effect the other way counts as inactive or inconclusive.
no. | molecule | GLP-1R inv ag | D3 antag | TDP-43 yeast inh | aSyn yeast inh | GLP1R ag | FUS suppressor | Akt phos inh | PTHR1 ag | Abeta yeast res
1 | C=CCN1[C@@H](Cc2ccccc2)COCCS1(=O)=O | -16.5% | -50.1* | -18.8% | 4.7% | -4.2% | -21.0% | i | 20.0% | -5.0%
2 | Cc1cccc(N(C)C(=O)CCS(=O)(=O)c2cccc3nonc23)c1 | 3.7% | -2.1 | 8.4% | -5.1% | 7.3% | -7.2% | i | i | 3.6%
3 | C[C@H]1CN([C@@H](C)CO)C(=O)c2cc(Br)cnc2O[C@H]1CN(C)Cc1ccccc1C(=O)O | -6.5% | 12.9 | 7.0% | -1.0% | -4.3% | 22.1% | i | -21.7% | -7.8%
4 | CN1C(=O)Cc2cc(S(=O)(=O)CCC(=O)Nc3ccccc3)ccc21 | 9.7% | x | 25.5% | x | x | u | x | -37.3%[inhibitor] | -2.0%
5 | CCc1nc2ccc(C(=O)Nc3cccc(OCC(=O)N(C)C)c3)cn2c1N(CCC(C)C)CCN(C)C | -2.8% | 1.9 | 12.3% | -6.4% | 15.7% | 8.1% | i | i | -3.1%
6 | Cc1nc2ccccc2c(=O)n1/N=C/c1ccc(O)c(O)c1O | -10.7% | 33.8 | 2.6% | 9.0% | -5.8% | -8.4% | i | -2.4% | 1.0%
7 | COc1ccc(OCc2cc(C(=O)N(C)CCC3CCOCC3)no2)c(Cl)c1 | 6.7% | 5.8 | u | 13.5% | 14.8% | 14.2% | i | -12.6% | 0.3%
8 | CCN1C(=O)N/C(=C/c2ccc(Sc3ccc(C)cc3)o2)C1=O | 7.5% | 10.5 | -10.3% | -1.0% | 1.1% | 24.4% | i | -17.5%[57.5 µM] | 1.9%
9 | CC(=C/c1ccccc1)/C=N/n1c(-c2ccncc2)n[nH]c1=S | u | -10.0 | -11.0% | 1.1% | -3.8% | 12.3% | i | -4.9% | 26.9%
10 | CCCCN(CCCNC(=O)C1CCN(C(=O)c2cc3sccc3n2C)CC1)Cc1ccccc1 | u | -22.4 | -19.0% | 0.0% | -5.6% | 20.9% | i | -66.3%[inhibitor] | -12.6%
11 | CCN1CCN(c2c(S(=O)(=O)c3ccc(C)c(C)c3)cnc3cc(OC)c(OC)cc23)CC1 | u | x | 1.0% | x | x | 36.9% | x | -9.0% | -21.0%
12 | COc1ccc(C(c2nnnn2C(C)(C)C)N2CCN(C)CC2)cc1OC (configuration not stated) | 0.8% | 1.4 | 4.1% | 3.2% | -21.4% | -10.6% | i | i | -1.2%
13 | Cc1ccccc1CN1C[C@H]2CON(C)[C@H]2C[C@H]1c1cccc(Br)c1 | u | -14.0 | u | 5.1% | -2.0% | 26.8% | i | -59.8%[inhibitor] | -7.8%
14 | O=C(/C=C/c1ccc[nH]1)c1ccccc1 | 0.3% | 3.6 | 22.5% | 5.2% | 4.5% | 21.3% | i | i | -25.6%
15 | NC(=O)c1nn(CC(=O)Nc2cccc(S(=O)(=O)N3CCCCCC3)c2)c(=O)c2ccccc12 | 7.3% | 10.8 | 2.9% | 0.0% | 16.2% | u | i | -17.4% | -7.8%
16 | O=C(O)C1C2C=CC(C2)C1C(=O)Nc1nccs1 (configuration not stated) | 16.6% | 32.4 | -0.3% | -5.8% | -10.6% | -14.8% | i | i | 13.9%
17 | COc1ccccc1Cc1nc2ccccc2nc1SCC(=O)N1CCCCC1 | u | x | 7.4% | x | x | 16.0% | x | i | -16.5%
18 | O=C(CCc1nnc(-c2ccccc2)o1)NC1CCCCC1 | -0.6% | -14.4 | -0.5% | -4.8% | -5.7% | 2.1% | i | 19.2% | 11.5%
19 | O=C(CN1CCC2(CC1)OCCO2)c1ccc2cc[nH]c2c1 | 0.0% | -19.9 | -13.5% | -2.9% | -5.7% | 8.4% | i | -20.0% | -12.7%
20 | C=CCNC(=S)N/N=C/c1ccc(-c2ccc(Cl)cc2Cl)o1 | 25.6% | 21.1 | 27.0% | 1.8% | 9.9% | 9.4% | i | i | u
21 | CCOC(=O)c1cnc(SCC(=O)N2CCOCC2)nc1N | 26.1% | -4.7 | -5.0% | -3.0% | 3.1% | 25.1% | i | -8.6% | -11.5%
22 | O=C(NCc1cccs1)C1CCCN(C(=O)Nc2ccc(F)cc2)C1 (configuration not stated) | u | 4.0 | 6.5% | -0.9% | 0.5% | 11.7% | i | -14.2% | 12.5%
23 | O=C(Nc1cccnc1)c1cc(Cl)ccc1Cl | 15.8% | -16.1 | 6.9% | 1.3% | -3.4% | -13.2% | i | -19.7% | 10.3%

# Ordered by heavy-atom count (ascending): 3 of the compounds above
no. | molecule | GLP-1R inv ag | D3 antag | TDP-43 yeast inh | aSyn yeast inh | GLP1R ag | FUS suppressor | Akt phos inh | PTHR1 ag | Abeta yeast res
18 | O=C(CCc1nnc(-c2ccccc2)o1)NC1CCCCC1 | -0.6% | -14.4 | -0.5% | -4.8% | -5.7% | 2.1% | i | 19.2% | 11.5%
12 | COc1ccc(C(c2nnnn2C(C)(C)C)N2CCN(C)CC2)cc1OC (configuration not stated) | 0.8% | 1.4 | 4.1% | 3.2% | -21.4% | -10.6% | i | i | -1.2%
11 | CCN1CCN(c2c(S(=O)(=O)c3ccc(C)c(C)c3)cnc3cc(OC)c(OC)cc23)CC1 | u | x | 1.0% | x | x | 36.9% | x | -9.0% | -21.0%

# Some of the entries above in a different format.
3: C[C@H]1CN([C@@H](C)CO)C(=O)c2cc(Br)cnc2O[C@H]1CN(C)Cc1ccccc1C(=O)O
  GLP-1R inv ag = -6.5%
  D3 antag = 12.9
  TDP-43 yeast inh = 7.0%
  aSyn yeast inh = -1.0%
  GLP1R ag = -4.3%
  FUS suppressor = 22.1%
  Akt phos inh = i
  PTHR1 ag = -21.7%
  Abeta yeast res = -7.8%

13: Cc1ccccc1CN1C[C@H]2CON(C)[C@H]2C[C@H]1c1cccc(Br)c1
  GLP-1R inv ag = u
  D3 antag = -14.0
  TDP-43 yeast inh = u
  aSyn yeast inh = 5.1%
  GLP1R ag = -2.0%
  FUS suppressor = 26.8%
  Akt phos inh = i
  PTHR1 ag = -59.8%[inhibitor]
  Abeta yeast res = -7.8%

20: C=CCNC(=S)N/N=C/c1ccc(-c2ccc(Cl)cc2Cl)o1
  GLP-1R inv ag = 25.6%
  D3 antag = 21.1
  TDP-43 yeast inh = 27.0%
  aSyn yeast inh = 1.8%
  GLP1R ag = 9.9%
  FUS suppressor = 9.4%
  Akt phos inh = i
  PTHR1 ag = i
  Abeta yeast res = u

15: NC(=O)c1nn(CC(=O)Nc2cccc(S(=O)(=O)N3CCCCCC3)c2)c(=O)c2ccccc12
  GLP-1R inv ag = 7.3%
  D3 antag = 10.8
  TDP-43 yeast inh = 2.9%
  aSyn yeast inh = 0.0%
  GLP1R ag = 16.2%
  FUS suppressor = u
  Akt phos inh = i
  PTHR1 ag = -17.4%
  Abeta yeast res = -7.8%

# An excerpt, so the mix of outcomes need not match the whole.
